# MPTP block – mitochondrial permeability transition pore inhibitors, primary screen, biochemical, isolated mouse mitochondria, absorbance; 1.4% of 360,000 active; Ca2+ swelling absorbance, 30 min; inhibition, % at 10 µM;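 active means inhibition of 50% or more, scaled per plate between neutral and stimulator controls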;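 further: 0% = DMSO wells given calcium and 100% = 1 mM EGTA wells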
# * = called active by the depositor.
SMILES,MPTP block
COc1ccc(COC[C@H](CC(C)C)N2CCN(C(=O)c3cccc(C(F)(F)F)c3)CCC2=O)cc1,-1.2
O=C(Nc1ccc(F)cc1)C(c1cccc(F)c1)N1CCN(C(=O)c2ccco2)CC1 (stereo unspecified),-0.9
COCCN1C(=O)CN(S(C)(=O)=O)CC1(C)C(=O)NCc1ccccc1 (stereo unspecified),0.3
COc1ccccc1CNC(=O)C1(C)CCN1C(=O)C1(c2ccccc2)CC1 (stereo unspecified),1.1
O=c1[nH]c(=S)[nH]c2c1C(c1ccc(Cl)cc1)OC(CCc1ccccc1)C2 (stereo unspecified),-2.2
COCCNc1nc(NCc2ccc(C)cc2C)c2sccc2n1,1.3
O=C(Nc1ccc2c(c1)OCCO2)C1c2ccccc2OCC(=O)N1Cc1cccnc1 (stereo unspecified),0.0
Nc1ncncc1-c1ccc(F)cc1,-0.7
NC(c1ccccc1)c1csc(NC(=O)Nc2cccc(C(F)(F)F)c2)n1 (stereo unspecified),4.4
O=C(c1cccnc1)N1CCC2CC1c1c(Cl)cccc12 (stereo unspecified),0.1
CCC1NC(=O)c2cc3ccccc3cc2-n2c1nc1cc(C)cc(C)c1c2=O (stereo unspecified),0.7
Cc1cc(C)c(Nc2n[nH]c(=S)s2)cc1C,-2.8
O=C(Nc1ccccc1Cl)c1cc(C2CCCCN2C(=O)OCCF)on1 (stereo unspecified),0.0
CCCCNC(=O)C1C(c2ccc(C(F)(F)F)cc2)=Nc2ccccc2N1C(=O)c1ccc2nc(C)[nH]c2c1 (stereo unspecified),-1.0
CN(C)S(=O)(=O)n1cc(/C=C(\NC(=O)c2ccccc2)C(=O)N2CCCCC2)c2ccccc21,0.5
NC(=O)c1cccc(Nc2nc(C(N)Cc3ccc(C(F)(F)F)cc3)cs2)n1 (stereo unspecified),-1.4
O=c1[nH]c2cccc(Cl)c2c2ccccc12,-1.1
COC(=O)[C@@]12C[C@@H](CC(=O)N3CCCC3)C(=O)N(Cc3ccccc3)C1=CCC(C)(C)C2,0.7
CC(C)COC(=O)N1CCCCC1c1cc(C(=O)NC(C)C)no1 (stereo unspecified),-1.6
CCCCCCCCN1C(=O)[C@H](CC(=O)NCCC(C)C)C[C@@]2(C(=O)OC)CC(C)(C)CC=C12,-2.9

# Gathered by group: the entries above with a Cl atom
SMILES,MPTP block
O=c1[nH]c(=S)[nH]c2c1C(c1ccc(Cl)cc1)OC(CCc1ccccc1)C2 (stereo unspecified),-2.2
O=C(c1cccnc1)N1CCC2CC1c1c(Cl)cccc12 (stereo unspecified),0.1
O=C(Nc1ccccc1Cl)c1cc(C2CCCCN2C(=O)OCCF)on1 (stereo unspecified),0.0
O=c1[nH]c2cccc(Cl)c2c2ccccc12,-1.1

# Later entries
SMILES,MPTP block
COc1ccc(S(=O)(=O)NC(=O)C2(C)CCN2C(=O)c2ccc(C(F)(F)F)nc2C)cc1 (stereo unspecified),0.5
COc1ccc(S(=O)(=O)NC(C)c2ccc3c(c2)OCCO3)cc1 (stereo unspecified),0.3
Cc1cc(O)ccc1-c1cc(C(=O)NCc2ccc(F)cc2)[nH]n1,-2.3
Cc1cc(=O)oc2cc(OC(C)C(=O)N3CCOCC3)c(Cl)cc12 (stereo unspecified),0.2
Cc1c(C(=O)NCc2ccc(C(C)C)cc2)sc(=O)n1Cc1cccc(F)c1,1.2
CCc1nc2c(OCc3ccccc3C)cccn2c1N(C)C(=O)C(C)C,-0.2
CC(c1nc2ccccc2[nH]1)n1c(=O)c(-c2ccco2)nc2ccccc21 (stereo unspecified),-1.1
CC(C)C(N)c1csc(NC(=O)Nc2ccc(OC(F)(F)F)cc2)n1 (stereo unspecified),70.4*
C[C@H](CO)N1C[C@H](C)[C@@H](CN(C)Cc2cccc(C(=O)O)c2)OCc2cnnn2CCCC1=O,0.1
CCCNC(=O)C1(C)CCN1C(=O)Cc1ccc(C(C)(C)C)cc1 (stereo unspecified),-1.5
COCC(=O)N(C)C[C@H]1Oc2ncc(Br)cc2C(=O)N([C@@H](C)CO)C[C@H]1C,-0.9
COC(=O)C[C@@H]1C=C[C@@H](NC(=O)NC2CCCC2)[C@@H](CO)O1,-0.8
O=C(NCCc1ccc(Cl)cc1)c1cccc(S(=O)(=O)N2CCCC2)c1,-0.9
COc1ccccc1Cc1c(-c2ccc(OC)c(OC)c2)nc2c(C)cc(Br)cn12,-2.6
O=[N+]([O-])c1ccc(CN2CC(N3CCN(CC4CC4)CC3)CS2(=O)=O)cc1 (stereo unspecified),0.5
CCC(c1nnnn1-c1c(C)cccc1C)N1CCN(CC)CC1 (stereo unspecified),0.5
CC(=O)NN=C(C)c1ccc(NC(=O)C2CC2)cc1,0.0
CC1(C(=O)Nc2ccc3nc[nH]c3c2)CCN1C(=O)CCc1ccccc1 (stereo unspecified),-0.4
CCOc1ccc(S(=O)(=O)N2CCCCC2)cc1NC(=O)Cc1ccc(OC)cc1,3.3
CCNC(=O)C1(C)CCN(C(=O)c2ccccc2F)C1 (stereo unspecified),-1.0
O=C(NCC1CC1)NC(=O)c1ccccc1F,-0.6
O=C(NC1CCCC1)N[C@@H]1C=C[C@@H](CC(=O)N2CCOCC2)O[C@@H]1CO,4.5
C(=C\c1ccccc1)/CN1CCN(C(c2cccs2)c2nnnn2Cc2ccccc2)CC1 (stereo unspecified),2.9
C#CCN(C[C@@H]1[C@@H](OC(=O)NCc2ccccc2)[C@@H](OC(=O)NCc2ccccc2)CN(C(=O)OC(C)C)N1C(=O)OC(C)C)S(=O)(=O)c1ccc(C)cc1,-1.0
C1=CC2(C=C1)OC21CCC2(C=CC3(C2)OC3C2CCCCC2)CC1 (stereo unspecified),-1.4
CC1(C(=O)NS(=O)(=O)c2ccc(Br)cc2)CCN1C(=O)CCC1CCCC1 (stereo unspecified),-0.6
N#CCN(C(=O)CSc1nnc(C2CC2)n1C1CC1)c1ccccc1,-0.1
CCCCOCCCNC(=O)C[C@@H]1C[C@@]2(C(=O)OC)CC(C)(C)CC=C2N(CCc2ccc(OC)c(OC)c2)C1=O,-0.1
O=C(Nc1nnc([C@H]2C[C@H](O)[C@@H](CO)O2)s1)NC1CCCCC1,-3.0
CCS(=O)(=O)N1Cc2cc(C(=O)NCCOC)nc(-c3cccc(-c4ccncc4)c3)c2[C@H]1CCO,0.3
CCOc1ccccc1N(CC)C(=O)c1cc2c(s1)-c1ccccc1S(=O)(=O)C2,1.0
O=C(NCc1cccnc1)c1ccc2nc([C@@H]3O[C@H](CO)[C@H](O)[C@H](O)[C@H]3O)[nH]c2c1,-1.7
CCC/C=C/c1ccc(CN2C(CC(C)C)C(=O)N(Cc3cn(CCOCOC)nn3)CCS2(=O)=O)cc1 (stereo unspecified),-1.5
CCOC(=O)[C@]12CCCC=C1N(CCc1ccc(OC)c(OC)c1)C(=O)[C@H](CC(=O)N1CCCC1)C2,0.2
COC(=O)CCCn1cc(CN2CC(N3CCN(C)CC3)CS2(=O)=O)nn1 (stereo unspecified),1.0
O=C(Nc1ccccc1)c1cc(C2CCCCN2C(=O)CCc2ccccc2)on1 (stereo unspecified),2.1
CC1(C(=O)NS(=O)(=O)c2cccc(F)c2)CCN1C(=O)Cc1cccs1 (stereo unspecified),1.8
C[C@@H](NC(=O)c1ncn2c1C(=O)NC[C@@H]2C)c1ccccc1,0.6
CC(C)(C)c1ccc(C(=O)C2CC2)cc1,-0.4
O=C(CCC1CCN(C(=O)CC2=CCCCC2)CC1)NCc1ccc(F)cc1,0.2
CCc1nc2c(OCc3ccc(F)c(F)c3)cccn2c1N(C)C(=O)CC(C)C,1.1
N#Cc1cc2cc3c(cc2nc1Cl)OCCO3,-1.1
CC1(C(=O)NCc2cccs2)Cc2c(-c3cccc(C(F)(F)F)c3)ccnc2O1 (stereo unspecified),-2.7
Cc1cccc(C)c1-n1nnnc1C1(C)CCC(=O)N1c1ccc(N2CCOCC2)cc1 (stereo unspecified),-0.7
CCN(CC)C(=O)C1=C(C)N(CCC2=CCCCC2)C(=O)C(CC(=O)NCC2CCCCC2)C1 (stereo unspecified),-0.4
CC(C)CNC(=O)C1(C)CCCCCN1C(=O)c1cc(C#N)cs1 (stereo unspecified),0.3
Cc1cc(C)c(C(=O)Nc2ccc3c(c2)OCCO3)c(C)c1,1.2
CCCN(C(=O)CSCc1ccc(C)cc1)c1c(N)n(Cc2ccccc2)c(=O)[nH]c1=O,0.1
COCCNC(=O)C1(C)CCCN(C(=O)c2ccc3c(c2)OCO3)C1 (stereo unspecified),-2.8
C[C@@H]1O[C@H](C2CC2)Cc2[nH]c(=S)[nH]c(=O)c21,0.1

# Continuation:
SMILES,MPTP block
Cc1cc2c3ccccc3[nH]c(=O)n2n1,0.9
C[C@H](NC(=O)C1CCN(C(=O)[C@@H]2CCCN2C(=O)OC(C)(C)C)CC1)C(=O)NCc1ccc(F)cc1,-1.3
O=C(NC(c1ccc(-c2ccccc2)cc1)c1cnccn1)C1CCN(CCOc2ccc(F)cc2)CC1 (stereo unspecified),0.9
COc1ccc(CN2CCC[C@]3(N[C@H](c4ccc(C(F)(F)F)cc4)[C@@H]4C(=O)N(C)C(=O)[C@@H]43)C2=O)cc1,-0.9
COC(=O)c1ccc(CN2C(=O)C(C)ON=C2c2ncccc2C)o1 (stereo unspecified),-2.0
FC(F)(F)c1cc(Cl)c2nc(-c3ccc(Cl)cc3)c(Cc3ccsc3)n2c1,8.9
COc1ccc(-c2cc(NC=O)c3ncc(-c4cccc(C(=O)N(C)C)c4)n3c2)cn1,-0.2
O=C(O)CC1NC(=S)N(Cc2ccccc2)C1=O (stereo unspecified),0.2
OC(Cc1cccc(C=NN2CCOCC2)n1)(C(F)(F)F)C(F)(F)F,0.2
CCOC(=O)[C@]12CCC=C1N(Cc1cccc3ccccc13)C(=O)[C@H](CC(=O)N1CCC(c3ccccc3)CC1)C2,0.3
Cc1cc(C(O)c2ncc(-c3ccc(Cl)cc3)[nH]2)ccc1F (stereo unspecified),1.8
COC(=O)[C@@]12C[C@@H](CC(=O)NCCC(C)C)C(=O)N(Cc3ccccc3)C1=CCC(C)(C)C2,-0.9
CCCc1cn(CC(C)n2c(=O)c3ccccc3n2Cc2cc(C(C)C)no2)nn1 (stereo unspecified),-0.5
CCCC(=O)N1CCCC1(C)C(=O)NCc1ccc(F)cc1Cl (stereo unspecified),-1.1
C[C@@H]1CCCCO[C@H](CN(C)Cc2ccc(C(F)(F)F)cc2)[C@@H](C)CN([C@H](C)CO)C(=O)c2cc(NS(=O)(=O)c3cn(C)cn3)ccc2O1,-0.3
COc1ccc(-c2cc(NC(C)=O)c3ncc(-c4ccc(OC)c(OC)c4)n3c2)cc1OC,1.7
Cc1ccc(-c2csc(C(O)c3ccccc3)n2)cc1C (stereo unspecified),-1.5
CC1(C)ON=C(c2cccc(F)c2)NC1=O,-0.9
COC(=O)[C@@]12C[C@@H](CC(=O)NCCc3ccccc3OC)C(=O)N(CCc3ccc(OC)c(OC)c3)C1=CCC(C)(C)C2,-2.7
CCC(=O)N1CCC1(C)C(=O)NCc1ccc(SC)cc1 (stereo unspecified),-0.9
CNc1nc(NCC2CCCCC2)c2sccc2n1,17.0
CC1C(=O)N(Cc2cn(Cc3ccco3)nn2)CCS(=O)(=O)N1Cc1ccc(-c2ccc(F)cc2)cc1 (stereo unspecified),-0.2
C[C@H](c1ccccc1)N1C[C@@H](COCc2ccccc2)Oc2cc(N3CCC[C@@H]3CO)ccc2S1(=O)=O,-0.9
O=C(c1[nH]c(C(F)(F)F)nc1-c1ccccc1)N1CCOCC1,0.9
COc1ccc(CCC(=O)Nc2ccc(S(=O)(=O)NC3=NCCCCC3)cc2)cc1,0.0
CSCCC(C(=O)NCc1ccccc1)n1c(Cc2cc(F)cc(F)c2)nc2ccccc21 (stereo unspecified),2.1
CCOC1=C2[C@@H](CN(S(=O)(=O)c3ccc(C)cc3)[C@H]2c2cccc3ccccc23)[C@H]2C(=O)NC(=O)[C@H]2C1,0.4
C[C@@H]1CN([C@H](C)CO)S(=O)(=O)c2ccc(Br)cc2O[C@@H]1CN(C)Cc1ccc(-c2ccccc2)cc1,-1.4
C=CCNc1nc(NCCOc2ccccc2Cl)c2sc(-c3ccccc3)cc2n1,15.5
CS(=O)(=O)Nc1cccc(NC(=O)c2cccc3c(-c4cccc(C(N)=O)c4)coc23)c1,0.7

# Structures above that contain an aryl thioether with sulfur outside any ring:
SMILES,MPTP block
N#CCN(C(=O)CSc1nnc(C2CC2)n1C1CC1)c1ccccc1,-0.1
CCC(=O)N1CCC1(C)C(=O)NCc1ccc(SC)cc1 (stereo unspecified),-0.9

# New compounds follow:
SMILES,MPTP block
CCCCNC(=O)C[C@@H]1C[C@@]2(C(=O)OC)CCCCC=C2N(Cc2ccco2)C1=O,-2.0
Nc1ncnc2c1ncn2[C@@H]1O[C@H](C(=O)Nc2cc(C(F)(F)F)cc(C(F)(F)F)c2)[C@@H](O)[C@H]1O,0.4
Cc1cccc(C)c1NC(=O)CN1CCC(Cc2ccccc2)CC1,1.0
CCc1cccc(C)c1NC(=O)COC(=O)Cc1ccccc1,-0.2
CCCCCCn1c(=O)n2n(c1=O)[C@@H]1CN(S(=O)(=O)c3ccc(C)cc3)C[C@]1(O)[C@@H](OC(=O)Nc1cccs1)C2,1.0
CN(Cc1ccccc1)C(=O)Nc1c(Cl)cccc1Cl,-1.6

# Molecules from the list above with a COOH group:
SMILES,MPTP block
C[C@H](CO)N1C[C@H](C)[C@@H](CN(C)Cc2cccc(C(=O)O)c2)OCc2cnnn2CCCC1=O,0.1
O=C(O)CC1NC(=S)N(Cc2ccccc2)C1=O (stereo unspecified),0.2

# This is a subset, so the mix of outcomes need not match the whole.
